# Compound activity (PubChem BioAssay)
# EP2 mod = EP2 receptor (human) modulation; induction, % at 25 µM; actives 0.83% (n = 260,000); AID 940; P43116; EP2-expressing cells, cAMP HTRF FRET, PGE2 co-stimulation;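 active means compounds whose cAMP rise, as percent of the full-agonist control response, exceeds 60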;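 further: rat C6 glioma line stably carrying human EP2 under a CMV promoter; the protocol text gives 20 µM as final concentration; 100% = response of wells given 1 µM PGE2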
# Target sequence (P43116 whole entry, looked up): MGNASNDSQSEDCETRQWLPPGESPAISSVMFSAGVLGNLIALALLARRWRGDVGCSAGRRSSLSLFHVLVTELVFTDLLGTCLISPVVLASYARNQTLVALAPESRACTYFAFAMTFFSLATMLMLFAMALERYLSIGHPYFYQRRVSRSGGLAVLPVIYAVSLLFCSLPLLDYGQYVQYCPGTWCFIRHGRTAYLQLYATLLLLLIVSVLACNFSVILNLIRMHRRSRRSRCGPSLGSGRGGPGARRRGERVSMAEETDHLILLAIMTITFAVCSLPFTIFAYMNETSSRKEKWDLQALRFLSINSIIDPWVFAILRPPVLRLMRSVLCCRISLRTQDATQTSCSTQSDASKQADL
# Numbers without * were called inactive.
EP2 mod | Structure
-14.1 | CC(=O)Nc1ccc(CN2CCc3c(nc(C)[nH]c3=O)C2)cc1
-19.3 | CCC(c1nnnn1Cc1ccccc1)N1CCN(c2nc3ccccc3s2)CC1 (stereo unspecified)
-53.0 | CN(C)CCNC(=O)CN1N=C(C(C)(C)C)Cn2c(cc3sccc32)C1=O
30.3 | COc1c(Cl)cc(Cl)cc1C1C(C#N)=C(N)OC2=C1C(=O)CCC2 (stereo unspecified)
-103.4 | O=C(COc1ccccc1)Nc1cccc(NC(=O)c2cccs2)c1
42.8 | Cc1cc(C)c2cc(C#N)c(SCC(=O)Nc3ccccc3)nc2c1
5.2 | CCS(=O)(=O)N1CCN(Cc2nc3sc4c(c3c(=O)[nH]2)CCC(C(C)(C)C)C4)CC1 (stereo unspecified)
14.7 | COc1ccc(Cl)cc1NC(=O)C1CC(c2ccc(Cl)cc2)=NO1 (stereo unspecified)
-17.0 | CCS(=O)(=O)N1CCN(S(=O)(=O)c2ccc(S(=O)(=O)N3CCCCC3)cc2)CC1
67.1* | Cc1cc(C(F)F)n2nc(C(=O)Nc3sc4c(c3C(=O)OC(C)C)CCCC4)nc2n1
-7.7 | C[C@]12CCC(OC(=O)c3ccccc3)CC1CCc1ccccc12 (stereo partly specified)
-27.2 | Cc1[nH]c(=O)[nH]c(=O)c1CSCC(=O)OCC(=O)Nc1ccc(Br)cn1
8.5 | C/C=C(/C)C(=O)O[C@@H]1[C@H](OC(C)=O)[C@@]2(CO)C(CC1(C)C)C1=CCC3[C@@]4(C)CC[C@H](O[C@@H]5O[C@H](C(=O)O)[C@@H](O[C@@H]6O[C@H](CO)[C@@H](O)[C@H](O)[C@H]6O)[C@H](O)[C@H]5O[C@@H]5O[C@H](CO)[C@@H](O)[C@H](O)[C@H]5O)[C@](C)(CO)C4CC[C@@]3(C)[C@]1(C)C[C@H]2O (stereo partly specified)
2.5 | COc1cc(O)c2c(=O)c(O)c(-c3ccc(O)c(O)c3)oc2c1
-31.5 | CCN1CCN(S(=O)(=O)c2ccc(OC)c(OC)c2)CC1

# 4 entries out of the list, sorted by count of non-hydrogen atoms, lowest first:
EP2 mod | Structure
2.5 | COc1cc(O)c2c(=O)c(O)c(-c3ccc(O)c(O)c3)oc2c1
-7.7 | C[C@]12CCC(OC(=O)c3ccccc3)CC1CCc1ccccc12 (stereo partly specified)
42.8 | Cc1cc(C)c2cc(C#N)c(SCC(=O)Nc3ccccc3)nc2c1
67.1* | Cc1cc(C(F)F)n2nc(C(=O)Nc3sc4c(c3C(=O)OC(C)C)CCCC4)nc2n1

# (list continues)
EP2 mod | Structure
-45.6 | CCn1c(N2CCC(C(=O)NCc3cccs3)CC2)nc2ccccc21
-21.7 | CCOC(=O)Cc1csc(NC(=O)CSc2nc3ccccc3cc2CC)n1
34.5 | CCc1cc2cccc(C)c2nc1SCC(=O)Nc1ccc(S(=O)(=O)N(C)C)cc1
-24.6 | O=C1CC2(CCN(C(=O)c3ccc(F)c(F)c3)CC2)Oc2ccccc21
7.6 | Cc1ccc(C(C)C(=O)N2CCC3(CC2)NC(=O)c2cc(Cl)ccc2N3)cc1 (stereo unspecified)
7.1 | O=C(c1cccs1)N1CCC(Cn2nc(-c3ccccc3)ccc2=O)CC1
-36.5 | Cc1noc(C)c1CCC(=O)N1CCC2(CC1)NC(=O)c1cccnc1N2C
-24.4 | O=C(/C=C/c1ccc(O)cc1)c1ccccc1O
-54.4 | Cc1cc(C)c2nc3c(cc2c1)CN(Cc1ccco1)C(=O)CO3
5.4 | COc1cccc(CC(=O)N2CCC(O)(c3cccnc3)CC2)c1
18.8 | COCCOC(=O)C(C)n1cnc2sc3c(c2c1=O)CCCC3 (stereo unspecified)
27.7 | Cc1cccc(NC(=O)CSc2nc3sc(C)c(C)c3c(=O)[nH]2)c1C
7.1 | Cc1cc(C)c2cc(C#N)c(SCC(=O)Nc3sc(C)c(C)c3C#N)nc2c1
16.8 | O=c1[nH]c2ccc(S(=O)(=O)O)cc2[nH]1
5.3 | Cc1c(C(=O)N2CCOCC2)sc(NC(=O)COc2ccccc2)c1C#N
-85.7 | O=C(CC1c2ccccc2Oc2ccccc21)N1CCC(c2ccncc2)CC1
39.2 | CCOc1cc(C2C(C(=O)OC)=C(C)NC3=C2C(=O)c2ccccc23)ccc1OCc1ccc(F)cc1 (stereo unspecified)
6.1 | COc1cc(NC(=O)c2snc3c(=O)[nH]cnc23)cc(OC)c1OC
-29.7 | COc1ccc(CCNC(=O)Cn2c(-c3cccs3)cc3cccnc32)cc1OC
-42.1 | COc1ccc(C(NC(=O)c2cnc(C(C)(C)C)nc2)c2ccncc2)cc1 (stereo unspecified)
17.9 | O=[N+]([O-])c1nccn1C[C@H](O)CN1CCCCC1
37.2 | Cc1cc2cc(CN(Cc3ccco3)C(=O)C3CCC3)c3nnnn3c2cc1C
21.8 | O=C(NC1CCCC1)C(c1ccccc1)N(Cc1ccc2c(c1)OCO2)C(=O)c1ccco1 (stereo unspecified)
-32.1 | Cc1cc(=O)oc2cc(OC(C)C(=O)NC(C)c3ccccc3)ccc12 (stereo unspecified)
2.1 | O=C(c1cncnc1)N1CCC(n2nnc(-c3ccc(F)cc3)n2)CC1
-4.1 | CCn1c(SCC(=O)Nc2cccc(C)c2)nnc1-c1ccoc1C
23.8 | COC(=O)c1c(NC(=O)c2ccc3c(c2)OCO3)sc(C(=O)Nc2ccccc2C)c1C
-9.0 | COc1cc(OC)c(C2NC(=S)NC(C)=C2C(=O)Nc2ccc(C)cc2)cc1OC (stereo unspecified)
2.1 | CCC(CN1CCOCC1)NC(=O)Cc1c(C)nn(-c2ccccc2C)c1C (stereo unspecified)
-54.2 | COc1ccc(-n2nnnc2SCC(=O)Nc2ccc(C)cc2C)c(OC)c1

# Sorted by value in EP2 mod (ascending): some entries from above.
Compound | EP2 mod
COc1ccc(-n2nnnc2SCC(=O)Nc2ccc(C)cc2C)c(OC)c1 | -54.2
Cc1cc(=O)oc2cc(OC(C)C(=O)NC(C)c3ccccc3)ccc12 (stereo unspecified) | -32.1
Cc1ccc(C(C)C(=O)N2CCC3(CC2)NC(=O)c2cc(Cl)ccc2N3)cc1 (stereo unspecified) | 7.6
Cc1cccc(NC(=O)CSc2nc3sc(C)c(C)c3c(=O)[nH]2)c1C | 27.7

# Further structures.
EP2 mod | Structure
-13.1 | CC(=O)NC1(c2ccccc2F)CCN(Cc2cc(Cl)c3c(c2)OCO3)CC1
-118.7 | OC1(CC#CCN2CCC(c3ccccc3)C2)c2ccccc2-c2ccccc21 (stereo unspecified)
-62.8 | O=C(CSc1nnc(-c2c[nH]c3ccccc23)o1)N1CCCCCC1
-22.2 | CC(Cc1ccccn1)N(C)C(=O)COc1ncnc2ccccc12 (stereo unspecified)
-38.1 | COc1cc(C(=O)N(Cc2cc3ccccc3[nH]c2=O)c2ccccc2)cc(OC)c1OC
1.9 | COc1ccc(NC(=O)CN2C(=O)[C@@H]3CCCN3C(=O)c3ccccc32)cc1OC
-17.2 | COc1ccc(CC(C#N)C(=O)Nc2ccc(C)cn2)cc1 (stereo unspecified)
-1.3 | CCOc1ccccc1-n1c(SCC(=O)N2CCOCC2)nc2ccccc2c1=O
2.2 | Nc1ccn([C@H]2O[C@H](COC(=O)C34CC5CC(CC(C5)C3)C4)[C@@H](O)[C@@H]2O)c(=O)n1
-12.0 | COc1cccc(C(=O)N2CCN(C3CCCC(C)C3)CC2)c1 (stereo unspecified)
20.0 | Cc1ccc(/C(O)=C2/C(=O)C(=O)N(CCCN3CCOCC3)C2c2ccncc2)cc1F (stereo unspecified)
-28.5 | CC1CCc2c(sc(NC(=S)NC(=O)c3ccccc3)c2C(N)=O)C1 (stereo unspecified)
-4.3 | CCOc1ccc2[nH]c(=O)c(C(c3nnnn3CCOC)N3CCCCC3)cc2c1 (stereo unspecified)
8.6 | CCS(=O)(=O)N1CCN(S(=O)(=O)c2ccc(S(=O)(=O)N3CCCCCC3)cc2)CC1
-35.7 | O=C(CSc1nnc(-c2cccnc2)n1-c1ccccc1)N1CCCCC1
-6.1 | CCCn1ncc(C(=O)N2C[C@H](C(=O)O)[C@@H](c3ccc(F)cc3)C2)c1C
-8.0 | O=C(CSc1nnc(NC(=O)C2CC2)s1)NC1CCCCC1
-27.1 | O=C(CSc1n[nH]c(-c2ccco2)n1)NCc1ccccc1
26.8 | CCOC(=O)C1(O)Oc2cc(OC)cc(OC)c2C(=O)C1c1ccccc1 (stereo unspecified)
-43.6 | COc1ccccc1NC(=O)c1sc(NC(=O)c2ccc(Cl)cc2Cl)c(C#N)c1C
25.8 | Cc1ccc2cc(C(c3nnnn3C3CCCCC3)N3CCc4ccccc43)c(=O)[nH]c2c1C (stereo unspecified)
-38.7 | O=C(CSc1nnc(NC(=O)C2CC2)s1)Nc1ccc(Cl)cc1
52.5 | C[C@H]1CC[C@@H](C(C)(C)O)CC2=C1CC[C@@H]2C
-30.2 | COC(=O)[C@H]1CN(C(=O)c2ccncc2)C[C@@H]1c1ccc(F)cc1
-1.9 | CSc1nc(NC(C)C)nc(N(C)C(N)=O)n1
-62.3 | O=C(Nc1ccc(S(=O)(=O)N2CCc3ccccc3C2)cc1)c1ccccc1Cl
-22.7 | Cc1cccc(NS(=O)(=O)c2ccc3c(c2)oc(=O)n3C)c1C
-0.8 | c1ccc2c(CN3CCN(Cc4ccncc4)CC3)cccc2c1
-5.5 | O=C(c1cccc2ncccc12)N1CCCC(c2ncncc2-c2ccncc2)C1 (stereo unspecified)
9.4 | O=C(CN1CCC(NC(=O)c2ccc(F)cc2)CC1)Nc1ccc2c(c1)CCC2
10.6 | CCCNC(=O)CSc1nc(C2CCCCC2)nc2ccccc12
-17.1 | CCOc1cc(C2NC(=O)NC(C)=C2C(C)=O)ccc1OC (stereo unspecified)
-61.4 | COc1cccc(CNC(=O)CN2C(=O)[C@H]3CCCN3C(=O)c3ccccc32)c1
-44.4 | NC(=O)CSc1nc2cc(Cl)ccc2s1
38.5 | CCc1ccc2[nH]c(=O)c(CN(Cc3ccccc3OC)Cc3nnnn3CC3CCCO3)cc2c1 (stereo unspecified)
19.3 | CCN(Cc1ccccc1)C(c1cc2ccc(C)cc2[nH]c1=O)c1nnnn1C1CCCC1 (stereo unspecified)
31.5 | O=C(NC1CCCCC1)C(c1ccco1)N(C(=O)Cc1cccs1)c1cccc(F)c1 (stereo unspecified)
-9.8 | O=C(Nc1nnc(-c2cccnc2)s1)C1CCN(S(=O)(=O)c2ccc(Cl)cc2)CC1
17.2 | COc1cc(CCC(=O)N2CCC(C(=O)c3nc4ccccc4s3)CC2)on1
19.9 | OC(COC1CCCCC1)CN1CCN(Cc2ccnc(N3CCCC3)n2)CC1 (stereo unspecified)
-36.5 | O=C(CCc1ccccc1)N1CCC[C@@H]1Cn1nc(-c2cccs2)ccc1=O
-13.7 | O=C(Cn1nc(C(F)(F)F)c2c1CCC2)N1CCCc2ccccc21
-84.3 | COc1cc(SC#N)ccc1N=Cc1c(O)n(-c2ccccc2)c(=O)[nH]c1=O
-116.5 | Brc1ccc2c(c1)C(c1ccncc1)=NNC(c1ccccc1)=N2
-54.6 | CC(C)C(=O)N1CCC[C@@H]1Cn1nc(-c2cccs2)ccc1=O
-13.5 | COc1ccccc1CN1CCN(Cc2cnc(N3CCOCC3)nc2)CC1
35.4 | CCCc1nc(=S)c2ccccc2[nH]1
-14.3 | S=C(Nc1ccc2c(c1)Cc1ccccc1-2)Nc1ccc2c(c1)Cc1ccccc1-2
35.0 | CC[C@H](C)C(=O)O[C@H]1CCC=C2C=C[C@H](C)C(CCC3C[C@@H](O)CC(=O)O3)[C@H]21 (stereo partly specified)
-6.8 | CC1CC(C)CN(C(=O)C(C)N2CCC(N3CCCCC3)CC2)C1 (stereo unspecified)
-61.0 | COc1ccc(OC)c(-c2csc(N)n2)c1
15.2 | Cc1ccc(NC(=O)CSc2ncccc2C(=O)O)cc1C
1.6 | O=C(CSc1nnc2n(CC(=O)N3CCCC3)c3ccccc3n12)Nc1ccc2c(c1)OCCO2
-12.2 | CCN1CCN(CC(=O)Nc2ccc(C)c(Br)c2)CC1
1.1 | COc1ccc(S(=O)(=O)N2CCN(CC(=O)c3ccco3)CC2)cc1OC
-67.0 | Cc1ccc(-c2c(C)nn3c(NCCCN(C)C)cc(C)nc23)cc1
-31.6 | CC(=O)Nc1ccc(S(=O)(=O)N2CCC(c3ccncc3)CC2)cc1
-24.6 | COC(=O)c1cccc(NC(=O)CSc2nnc3c(C)cc4ccc(C)c(C)c4n23)c1
3.2 | Cn1c(=O)n(Cc2cc3c(cc2Cl)OCO3)c2cccnc21
-107.0 | CN(C)C(=O)CN1N=C(c2ccccc2)Cn2c(cc3sccc32)C1=O

# Going on with the list:
EP2 mod | Structure
27.4 | CC(=O)Nc1ccc(NC(=O)CSc2nnc(COc3ccc(C)cc3)n2C)cc1
-8.2 | CN(C)CCN[C@@H]1CCN(Cc2ccccc2F)C[C@H]1O
-16.7 | COc1ccc2c(c1)c1nnc(SCC(=O)N(C)C3CCCCC3)nc1n2C
-21.7 | Cc1ccc(S(=O)(=O)N2CCCC(C(=O)NCc3ccncc3)C2)cc1 (stereo unspecified)
52.8 | CCOC(=O)Cc1csc(NC(=O)CSc2nc(C(C)C)nc3sc4c(c23)CCCC4)n1
18.6 | COc1ccc(OC)c(-c2csc(N(CCCN3CCOCC3)C(=O)c3ccccc3)n2)c1
78.1* | Cc1cccc2cc(C#N)c(NC3CCCCC3)nc12
-13.5 | Cn1c(SCC(=O)Nc2sc3c(c2C#N)CCCC3)nnc1-c1ccncc1
-111.7 | Nc1cc(-c2cccs2)nn(CC(=O)N2CCN(c3ccccc3)CC2)c1=O
18.0 | COc1cc2cc(C)c(SCC(=O)Nc3ccccc3F)nc2cc1OC
-18.2 | COc1ccc(-c2cc(C(F)(F)F)nc(SCC(=O)N3CCCc4ccccc43)n2)cc1OC
15.5 | O=c1[nH]c2cc3c(cc2cc1CN(C1CCCCC1)S(=O)(=O)c1ccc2c(c1)OCCO2)OCO3
-5.0 | Cc1cnc(C(=O)Nc2cccnc2N2CCOCC2)cn1
-82.7 | Cc1ccc(C(O)CN2CCC3(CC2)CC(O)c2cc(F)ccc2O3)cc1C (stereo unspecified)
-58.0 | COc1ccc(NC(=O)CSc2nc(-c3ccco3)cc(C(F)(F)F)n2)c(OC)c1
2.4 | O=C(O)CCC(=O)c1ccc[nH]1

# These rows are one share of the data. The share of hits here may be higher or lower than overall.
